Cav3 T inh – human Cav3.2 channel inhibition, primary screen; O95180; Cav3.2-expressing cells, Fluo-4 calcium fluorescence FDSS; hits give low values; B-score at 10 µM; actives 4% (n = 100,000);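 active = single-dose well whose peak fluorescence ratio is a statistical outlier from its plate by either plate-standardised score or position-corrected B-score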
* marks the source's active call; other numbers are inactive results.

SMILES	Cav3 T inh
CN1CCN(C(=O)C(C(=O)c2ccc(F)cc2)n2ccccc2=O)CC1 (stereo not given)	-0.44
CCCC(c1nnnn1C(C)(C)CC)N1CCN(C2CCCC2)CC1 (stereo not given)	-0.62
CC(C)C[C@H](NC(=O)NCCc1ccc(Cl)cc1)C(=O)O	-0.73
COc1cccc(SCc2noc(C(=O)NCc3ccccc3)c2C(=O)NCc2ccccc2)c1	0.39
CC(C)CNC(=O)NC(=O)COc1c(F)c(F)cc(F)c1F	0.29
O=S(=O)(Cc1ccc(Cl)cc1)NCC1CCCO1 (stereo not given)	-0.54
Cc1ccc(C)c(NC(=S)NC(NC(=O)/C=C/c2ccccc2)C(Cl)(Cl)Cl)c1 (stereo not given)	-6.9*
CN1CCOCCOCCN(C)C(=O)N2CCOCCOCCN(CCOCC2)C1=O	0.46
O=C(CSc1nnc(Cc2cc(=O)[nH]c(=O)[nH]2)n1-c1ccc(F)cc1)NC1CCCC1	-0.26
Cc1ccc(C)c(Oc2coc3cc(OC(=O)c4cccs4)ccc3c2=O)c1	0.43
c1ccc(-n2cnnc2SCc2cn3ccccc3n2)cc1	-0.28
COc1ccc(NS(=O)(=O)c2ccc(N3C(=O)CCC3=O)cc2)cc1	1.5
Cc1cc2c(s1)c1cnn(Cc3ccccc3F)c(=O)c1n2C	-0.68
Cc1cc(NC(=O)CSc2nc(C(C)C)nc3ccccc23)no1	-1.6
COc1ccc(NC(=O)c2cnn3c(C(F)(F)F)cc(-c4ccco4)nc23)cc1OC	3.4
CN(c1ncc(C(F)(F)F)cc1Cl)n1cc(C(N)=O)c2ccccc2c1=O	0.0091
Cc1cccc(NC(=O)CCCN2C(=O)c3cccc4cccc(c34)C2=O)c1	0.88
CCCc1cc2c(cc1NC(=O)c1ccccc1C)OCO2	0.31
CCN1CCN(C(=O)CCNC(=O)Cn2ccc3ccccc3c2=O)CC1	-0.13
CSc1nc(N)nc(SCC(=O)OC(C)C)c1C#N	-0.44
COc1ccc(N=c2scc(-c3ccc(S(=O)(=O)N4CCOCC4)cc3)n2CCCO)cc1	2.3
COCCn1c(-c2ccccc2F)n[nH]c1=S	0.56
COc1cc(Cn2c(-c3nonc3N)nc3ccccc32)ccc1C	-0.56
COCCn1nnnc1C(c1cc2cc(C)ccc2[nH]c1=O)N1CCc2ccccc21 (stereo not given)	-2
Cc1ccc2oc3c(c(=O)c2c1)C(c1cccc(O)c1)N(c1ccccn1)C3=O (stereo not given)	-0.11
Nc1nc2ccccc2nc1N	-0.0094
CCOc1ccc(-c2nn[nH]n2)cc1	-0.0014
CC(C)[C@@H]1CC[C@@H](C)c2c(-c3ccccc3)n[nH]c21	-1.1
O=C(CCN1CCCCCC1)c1ccccc1	0.78
CCCOC(=O)c1ccc(NC(=O)CCOc2ccccc2)cc1	-4*
CC1Cc2ccccc2N1C(=O)CSc1nc(N)cc(=O)[nH]1 (stereo not given)	-0.26
COc1cccc(CNC(=O)c2ccccc2N)c1	0.74
Cc1cc(C)n2nc(CC(=O)NC3CCCCCC3)nc2n1	0.79
O=C(Nc1ccccc1C(F)(F)F)N1CCC(n2c(=O)[nH]c3ccccc32)CC1	-0.32
CCCCn1nc2cc(C(=O)NC[C@@H]3CCCO3)ccc2c1OCC	0.029
Cc1cccc(OCCCC(=O)Nc2ccc(S(=O)(=O)Nc3onc(C)c3C)cc2)c1C	0.25
O=C1Nc2ccc(S(=O)(=O)N3CCOCC3)c3cccc1c23	0.25
COc1ccc(CC(=O)NCc2ccc3c(c2)OCO3)cc1	-0.67
CCOC(=O)C[C@H]1c2ccc(C(F)(F)F)cc2S(=O)(=O)N1C(C)(C)C	-0.41
CCNC(=S)NNC(=O)c1cc(-c2cc(C)ccc2C)nc2ccccc12	-1.1
COc1cc(/C=C/c2c([N+](=O)[O-])c(=O)n(C)c(=O)n2C)cc(OC)c1OC	0.032
Cc1csc(NC(=O)c2cc3c(s2)CCCCC3)n1	-0.091
COC(=O)c1ccc2c(=O)n(CCCCCC(=O)NCc3ccccc3)c(=O)[nH]c2c1	-0.25
O=C(O)c1ccc(-n2cccc2)cc1O	-1
CN(C)S(=O)(=O)c1cccc(C(=O)N2CCN(Cc3ccccc3)CC2)c1	1.1

Grouped by structure, those above with a thiophene ring, fused or not
SMILES	Cav3 T inh
Cc1ccc(C)c(Oc2coc3cc(OC(=O)c4cccs4)ccc3c2=O)c1	0.43
Cc1cc2c(s1)c1cnn(Cc3ccccc3F)c(=O)c1n2C	-0.68
Cc1csc(NC(=O)c2cc3c(s2)CCCCC3)n1	-0.091

(listing goes on)
SMILES	Cav3 T inh
COc1ccc(OC)c(NS(=O)(=O)c2cc(OC)ccc2OC)c1	-0.5
CCN(CC)S(=O)(=O)c1ccc2nc(COC(=O)c3n[nH]c4ccccc34)[nH]c2c1	0.46
COC(=O)c1cc(Br)c(=O)n(Cc2ccc(OC)c(OC)c2)c1	1.2
Cc1c(C(=O)O)oc2ccc(S(=O)(=O)N3CCC(C)CC3)cc12	-0.43
COc1cc(-c2nnn(CC(=O)NC3CCS(=O)(=O)C3)n2)ccc1OCc1ccccc1 (stereo not given)	0.64
O=c1cc(O)c2ccc(O)cc2o1	0.74
O=C1NC(=Nc2ccccc2)S/C1=C\c1cccn1-c1ccccc1	-0.091
CC(=O)c1ccc(NC(=O)C2CCCN2S(=O)(=O)c2ccc(C)cc2)cc1 (stereo not given)	2.9
O=C(CSc1nnc(CNC(=O)c2ccccc2F)o1)c1ccccc1	0.025
O=C(Nc1ccc2c(c1)OCO2)c1ccc(Br)c(S(=O)(=O)N2CCCC2)c1	-1.2
COc1ccc(C(=O)NCc2ccccc2)cc1S(=O)(=O)N1CCCc2ccccc21	-5.3*
Cc1cccc(NC(=O)c2nc[nH]c2C(=O)N[C@@H](C)C(=O)OCc2ccccc2)c1	0.85
CC(C)(/C=N/O)/[N+]([O-])=C/c1ccco1	0.0011
CCOc1cc(N2CCOCC2)c(OCC)cc1NC(=O)Cc1cccc(OC)c1	1.5
CCOC(=O)c1cc2sccc2n1Cc1ccccc1	-1.2

Shown as a hit in Cav3 T inh (from the list above):
SMILES	Cav3 T inh
Cc1ccc(C)c(NC(=S)NC(NC(=O)/C=C/c2ccccc2)C(Cl)(Cl)Cl)c1 (stereo not given)	-6.9*
CCCOC(=O)c1ccc(NC(=O)CCOc2ccccc2)cc1	-4*
COc1ccc(C(=O)NCc2ccccc2)cc1S(=O)(=O)N1CCCc2ccccc21	-5.3*

6 compounds already listed, sorted by formula weight, low to high:
SMILES	Cav3 T inh
CCOC(=O)c1cc2sccc2n1Cc1ccccc1	-1.2
Cc1c(C(=O)O)oc2ccc(S(=O)(=O)N3CCC(C)CC3)cc12	-0.43
COc1ccc(OC)c(NS(=O)(=O)c2cc(OC)ccc2OC)c1	-0.5
Cc1cccc(NC(=O)c2nc[nH]c2C(=O)N[C@@H](C)C(=O)OCc2ccccc2)c1	0.85
CCN(CC)S(=O)(=O)c1ccc2nc(COC(=O)c3n[nH]c4ccccc34)[nH]c2c1	0.46
COc1ccc(C(=O)NCc2ccccc2)cc1S(=O)(=O)N1CCCc2ccccc21	-5.3*

The list goes on:
SMILES	Cav3 T inh
O=C1/C(=C\c2ccc(-c3ccccc3[N+](=O)[O-])o2)C(c2ccccc2)=NN1c1ccccc1	-0.69
Cc1nc(NCCc2cnc[nH]2)c2oc3ccccc3c2n1	1.1
Cc1ccc(NC(=O)C2C(C(=O)O)C3C=CC2C32CC2)cc1 (stereo not given)	0.71
CCc1ccc(N(C(=O)CNC(=O)c2cccs2)C(C(=O)NC(C)(C)C)c2cc(OC)c(OC)c(OC)c2)cc1 (stereo not given)	-1.3
CCOc1ccccc1NC(=O)c1nc[nH]c1C(=O)Nc1ccccc1OCC	0.14
O=C(C1CCN(C2CC(=O)N(c3ccc(F)cc3)C2=O)CC1)N1CCOCC1 (stereo not given)	-0.012
COC(=O)c1c(NC(=O)C(C)C)sc2c1C(C(=O)OC)CC2 (stereo not given)	-0.28
COc1ccc(C(=O)Nc2cccc(C(=O)N3CCCC3)c2)cc1	-0.19
Cc1nc2ccccn2c1C(=O)NCc1ccc2c(c1)OCO2	0.32
CN(C)c1ccc(C(c2nnnn2C(C)(C)C)N2CCc3ccccc3C2)cc1 (stereo not given)	0.2
O=C(Nc1nnc(-c2ccccc2SCc2ccccc2)s1)Nc1ccccc1F	-0.89
COc1ccc(N(CC(=O)NC2CCCC2)C(=O)Cn2nnc(-c3ccc(C)cc3)n2)cc1OC	-1.5
Nc1cccc(C(=O)Nc2ccc(N)cc2Cl)c1	-0.33
CCCCN(CC)CCNS(=O)(=O)c1ccc2c(c1)oc(=O)n2C	0.17
Cc1ccc(S(=O)(=O)Cn2cnnn2)cc1	0.56
CCc1ccc(-c2cc(C(=O)Nc3c(C)n(C)n(-c4ccccc4)c3=O)c3ccccc3n2)s1	-4.3*
CC(C)(C)c1cc(CN2CCOCC2)c(C(=O)O)o1	-3.6
O=C(c1ccco1)N1CCN(C(=O)c2ccc(COc3ccc(Cl)cc3Cl)o2)CC1	-5.8*
CC(=O)CCc1c(C)[nH]c2ccc(NC(C)=O)cc2c1=O	0.72
CC(=O)c1cnc(Nc2nc(C)c3ccc(C)cc3n2)nc1C	0.23
CCN(CC)C(=O)Oc1ccccc1NC(C)=O	0.33
CCCCC(=O)Nc1ccc(C(=O)N2CCC(C(=O)OCC)CC2)cc1	0.64
Cc1cc(Cl)ccc1NC(=O)CN1CCC(C(O)(c2ccccc2)c2ccccc2)CC1	-4.3*
CC(C)(C)C(=O)NC1CCN(S(=O)(=O)c2ccc(C(F)(F)F)cc2)CC1	0.13
O=C(Nc1ccc(N2CCCCC2)c(Cl)c1)c1ccc(N2CCOCC2)c([N+](=O)[O-])c1	-2.1
O=C(c1ccoc1)N1CCC2(CC1)Oc1ccc(Cl)cc1C(=O)C21CC(c2ccccc2)=NO1 (stereo not given)	-1
CCOC(=O)C(CC)(CC)C(=O)/C=C/c1cccc(Br)c1	0.67
Cc1nc(C(=O)Nc2ccccc2)sc1C1(C)CC(c2cccnc2)=NO1 (stereo not given)	0.53
O=C(CSc1nnc(-c2c[nH]c3ccccc23)o1)N1CCCCC1	1.4
Cc1ccc(C2N(c3ccc(F)cc3)C(=O)C3CCCN32)cc1 (stereo not given)	-0.033
Fc1ccccc1N1CCN(CCCNc2ccc3nncn3n2)CC1	-0.16
O=c1oc2ccccc2cc1-c1nc(-c2cccs2)cs1	-3
CN1C(=O)NC(NC(=O)C2CCCCC2)(C(F)(F)F)C1=O (stereo not given)	0.41
CC1(C)CC2CC(C)(CN2C(=O)c2cc(-c3ccccc3O)on2)C1 (stereo not given)	-0.06
CN(CC(=O)Nc1ccc2c(c1)OCCO2)S(=O)(=O)c1cccc2cccnc12	0.45
COC(=O)CSc1n[nH]c(-c2ccncc2)n1	-0.9
Cc1ccc(S(=O)(=O)Nc2nc3ccccc3nc2N2CCN(c3ccccc3F)CC2)cc1	-3.6*
COc1cc(NC(=S)NC(C)=O)ccc1NC(=O)C(C)C	-0.0062
COc1ccc(-c2cnc(SCC(=O)Nc3cc(C)on3)n2Cc2ccco2)cc1	-4.5*
O=C(O)Cn1c(SC2CCCCC2)nc2ccccc21	0.87
CS(=O)(=O)N1CCCC(C(=O)NCCc2ccc(Cl)cc2)C1 (stereo not given)	-0.15
C1CCN(c2nc(N3CCCCC3)nc(N3CCNCC3)n2)CC1	0.4
CC(=O)Nc1ccc(OC(=O)c2cc([N+](=O)[O-])ccc2Cl)cc1	-2.5
COc1ccc(C2NC3=C(CCC3)C3(C#N)C4(N=C(N)C23C#N)OCCO4)cc1 (stereo not given)	0.11
Cc1cc(=O)oc2cc(NC(=O)C3CC(=O)N(Cc4ccccc4)C3)ccc12 (stereo not given)	-4.3e-05
COc1ccc(-c2nnc(SCC(=O)NC(=O)NCc3ccco3)o2)cc1	0.27
CCN(CC)CC(=O)c1c[nH]c2ccc(C)cc12	-0.27
Cc1ccccc1OCC(O)Cn1c(NCc2ccco2)nc2c1c(=O)[nH]c(=O)n2C (stereo not given)	0.66
O=[N+]([O-])c1c(C(Cl)Cl)nn(-c2ccccc2)c1N1CCCC1	-0.65
CCCCn1nc(NC(=O)c2cccs2)c2cc3cc(OC)ccc3nc21	-4.8*
CCOc1nc(Nc2ccc(OC)c(Cl)c2)nc(OCC)n1	-1.3
O=C(NCc1ccccn1)C1COc2ccccc2O1 (stereo not given)	-0.25
CCOC(=O)C1Cc2ccccc2CN1 (stereo not given)	-0.61
COc1ccc(CCNC(=O)C(=O)N2CCCCC2)cc1OC	-0.0052
CCCn1c(NCc2ccco2)nc2c1c(=O)n(C)c(=O)n2C	-0.0039
CCCNc1nc(NCC)nc(OC)n1	0.67
COc1ccc(NC(=O)c2nc[nH]c2C(=O)Nc2ccccc2C)cc1	-0.21
CN(C)CC1(c2ccccc2)CCCC1	0.27
O=C(NCCCN1CCCC1=O)c1csc2ccccc12	-0.095
COc1cccc(NC(=O)CSc2nnc(CN3CCOCC3)n2C)c1	0.93

(list continues)
SMILES	Cav3 T inh
CCOC(=O)N1CCN(c2nc3ccccc3nc2C(C#N)C(=O)NCCc2ccccc2)CC1 (stereo not given)	-1.6
CC1CCN(S(=O)(=O)c2ccc(N/N=C(/C#N)C(N)=O)cc2)CC1	-1.7
CC1Cc2ccccc2N1Cc1cc(=O)n2ccsc2n1 (stereo not given)	0.52
Cc1cc(C(=O)N2CCN(S(C)(=O)=O)CC2)cs1	0.62
CC1=Nn2c(nnc2-c2ccc(F)cc2)SC1	0.33
COc1cc(C(=O)NCC2CCCO2)cc(OC)c1OC (stereo not given)	0.49
O=C(C1CCN(S(=O)(=O)c2cnc[nH]2)CC1)N1CCN(Cc2ccc3c(c2)OCO3)CC1	0.35
CC(Oc1ccc(Cl)cc1Cl)c1nc(-c2ccc(NC(=O)c3ccncc3)cc2)no1 (stereo not given)	0.49
CCOC(=O)c1ccc(NC(=O)N2CCCCC2)cc1	0.52
CCC(CC)C(=O)NCCNC(=O)C(CC)CC	-0.61
Clc1cccc(Cl)c1CON/C=N/c1ncnc2sccc12	0.036
N#Cc1c(N2C(=O)C3C4C=CC(C4)C3C2=O)sc2c1CCC2 (stereo not given)	0.032
O=C(NNC(=O)C1CCCO1)c1ccc(Cl)cc1 (stereo not given)	2

Assay outcomes as filed in PubChem BioAssay.

The list is partial; rates above refer to the full screens.
